From PubChem BioAssay
Growth percent in the NCI-60 one-dose screen (48 h, 10 µM unless noted): 100 = growth as untreated, 0 = no growth, -100 = all killed.
HL-60(TB): HL-60(TB) leukemia cells; AID 1794776; 9% of 78,000 active; active = growth percent below 10
An asterisk follows results filed as active; & = joins results of further samples; [ ] = another dose, or the depositor's remark.

SMILES	HL-60(TB)
O=C1NC(=O)C(C(=O)Nc2ccc(Cl)cc2)c2ccccc21 (configuration not stated)	101
CCCCN(CC(O)c1cc2c(c3ccccc13)CCCC2)c1ccc(OC)cc1 (configuration not stated)	88
COc1ccc(OC)c(/C=C2\SC(=O)N(Cc3ccc(-c4ccccc4C#N)cc3)C2=O)c1	101
O=C1/C(=C/c2cc(Br)cc(Br)c2)Cc2c(F)cc(Br)cc21	92
CC(=O)Nc1nc2c(c(N)c1C#N)C(c1cccc(Cl)c1)C1=C(CCCC1=O)N2c1sc2c(c1C#N)CCCC2 (configuration not stated)	5.9*
NC(=S)NN=C1CCSCC1	120
CC(=O)/C(=C/n1ccc(=O)[nH]c1=S)C(=O)Nc1ccccc1	99
COc1ccc2c(c1)CCc1c-2nc(N)nc1-c1nc(N)nc2c1CCc1cc(OC)ccc1-2	83
Nc1ccc(C(=O)Oc2ccc([N+](=O)[O-])cc2)c(O)c1	93
CC(C)(C)c1ccc(NCc2cn(-c3ccc(C(=O)O)cc3)nc2-c2ccc(C(=O)O)cc2)cc1	113
COc1ccc(C2CC(c3cccc(Nc4nc(Cl)nc5cc(OC)c(OC)cc45)c3)=NN2C(C)=O)cc1 (configuration not stated)	87
Nc1ccc([N+](=O)[O-])cc1F	108
CCOc1ccc2c(c1)sc1nc(-c3ccccc3)c(-c3cc(OC)c(OC)c(OC)c3)n12	103
O=C(CSc1ccccc1C(=O)Nc1ccc(-n2ccnc2)cc1)NCC1CCCCC1	68
Cc1cc(=O)n2n1-c1ccccc1NC(=O)C2	98
Nc1c(C(=O)c2ccc(Cl)cc2)sc2nc(-c3cc4ccccc4o3)cc(-c3ccc(Cl)cc3)c12	92
Cc1cc(C)c(NC(=O)c2sc3nc4c(cc3c2N)CCCC4)c(C)c1	-6.2*
Cc1nnc(NC(=O)c2nc(S(=O)(=O)Cc3ccc(F)cc3)ncc2Cl)s1	-30*
CC(C)(N)Cc1ccc(N)cc1	78
NC(=O)C(O)(C(F)(F)F)C(F)(F)F	133
CCOC(=O)/C(C#N)=C1\SS/C(=C(/C#N)C(=O)OCC)S1	105
C=CCC(=S)NNC(=O)c1ccncc1	94
CN(C)c1ccc([N+](=O)[O-])cn1	86
Cn1c(=O)c(C#N)c(-c2ccccc2)n2c(S(C)(=O)=O)nnc12	110
COc1ccc2oc(=O)cc(CP(=O)(O)O)c2c1	111
SMILES	HL-60(TB)
O=C1NC(=O)C2(CCCC2)N1	84
CCOC(=O)C(=NNc1ccccc1)C(=O)OCC	128
CCOC(=O)C1=CCC(n2ccc(=O)[nH]c2=O)O1 (configuration not stated)	102
CC(=O)c1ccc(N2CCCCC2)cc1	104
CSc1nc2c(c(=O)n1C)NC1=C(C(=O)c3ccccc31)C1(C=C(O)c3ccccc31)N2 (configuration not stated)	128
Cc1ccc(S(=O)(=O)NCCN2c3nc4ccccc4cc3Sc3cc4ccccc4nc32)cc1	94
Oc1ccc(/C=C2\CCCc3cc4ccc(O)cc4[o+]c32)c(O)c1	33
CC(C)(CN1CCCN(CC(C)(C)C(=O)O)C1=O)C(=O)O	100
C[C@@H](O)[C@@H]1NC(=O)[C@H](CCC(N)=O)NC(=O)[C@@H](Cc2ccc(O)cc2)NC(=O)CSC[C@@H](C(N)=O)NC(=O)[C@H](Cc2ccccc2)NC(=O)[C@H](CO)NC(=O)[C@H](Cc2ccc(O)cc2)NC(=O)[C@H](CCCNC(=N)N)NC(=O)[C@H](CCCNC(=N)N)NC(=O)CNC(=O)[C@H](CCCNC(=N)N)NC(=O)[C@H](Cc2c[nH]c3ccccc23)NC(=O)[C@H](CO)NC(=O)[C@H](Cc2c[nH]c3ccccc23)NC1=O	126
Oc1ccc2ccc(Cl)cc2c1	66
CC(C)CN1C(=O)c2c(F)c(F)c(F)c(F)c2C1=O	98
COc1ccc2oc(=O)cc(-c3sc(N4CCCCC4)nc3-c3ccccc3)c2c1	100
CC(C)CC(NC(=O)CCCCCl)C(=O)O (configuration not stated)	102
O=C(Nc1ncccc1OCc1cccc(F)c1)NC12CC3CC(CC(C3)C1)C2	56
CCN1C/C(=C\c2ccc(Cl)cc2)C(=O)/C(=C/c2ccc(Cl)cc2)C1	81
CCSC1=NC2C(N(C)C(=O)N2C)N1/N=C/C=C/c1ccccc1[N+](=O)[O-] (configuration not stated)	97
C#CCNC(=O)CC[C@@H](C)[C@H]1CC[C@H]2[C@@H]3CC[C@@H]4CC(=O)CC[C@]4(C)[C@H]3CC[C@]12C	-30*[100 µM]
COc1cccc(-c2ccc3c(c2)C2CCN(Cc4ccccc4)C3C2)c1 (configuration not stated)	46
COc1ccccc1NC(=O)Nc1ccc(C(C)C)cc1	113
O=C1/C(=C/c2ccncc2)CCCc2ccccc21	69
Cc1cccc(-c2nc(C(=O)O)c3cccc(F)c3n2)c1	100
O=c1ncc(-c2ccc(C(F)(F)F)cc2)c(NC2CCCCCC2)[nH]1	23
N#Cc1c(-c2cccnc2)cc(-c2c[nH]c3ccccc23)[nH]c1=O	99
Cc1cc(C(=O)NOCCO)c(Nc2ccc(I)cc2F)n(C)c1=O	21
Nc1nc(-c2cscc2Br)nn1-c1nc2ccccc2s1	100
SMILES	HL-60(TB)
O=C(O)c1ccc(-n2cc(CNc3ccc(Cl)cc3)c(-c3ccc(F)c(F)c3)n2)cc1	109
COc1ccc2cc([C@H](C)C(=O)N/N=C/c3ccccc3)ccc2c1	57
Cc1ccc(-c2nn[nH]n2)cc1	103
O=C(/C=C/c1cccc([N+](=O)[O-])c1)c1ccc(Nc2nc(N3CCCCC3)nc(N3CCCCC3)n2)cc1	79
O=C(C1=C(O)C(=O)N(Cc2cccnc2)C1c1cccnc1)c1cccs1 (configuration not stated)	88
O=C(Nc1nc(-c2ccccc2Cl)cs1)c1cc(-c2ccccc2)nc2ccccc12	95
Cc1ccc(S(=O)(=O)Oc2ccc(-c3ccc(Br)cc3)cc2)cc1	70
O=[N+]([O-])c1ccc(-c2nnc(SCc3ccc(O)c4ncccc34)o2)cc1	14
COc1cc2c(cc1OC)-n1c(cnc1-c1ccccc1)N1NCC(=O)C=C21	83
CC1=C/C(=C\c2ccco2)C(=O)O1	103
CC(=O)c1cccc(Nc2ncnc3ccc(NC(=O)c4ccco4)cc23)c1	122
CC1CCCC(C)N1CCOc1cc([N+](=O)[O-])ccc1C#N (configuration not stated)	99
Cc1ccc(S(=O)(=O)NNC(=O)c2cccnc2)cc1	86
Cc1nn(-c2ccc(F)cc2)c2[nH]c(=S)n(-c3ccccc3)c(=O)c12	86
Cn1cnc([N+](=O)[O-])c1/C=C1\Oc2ccccc2C1=O	101
CC(C)(C)CC(C)(C)Nc1c(-c2ccc(-c3ccccc3)cc2)nc2sccn12	99
CCN(CC)Cc1c(C)ccc(C)c1O	97
CCn1c(SCC(=O)NN)nc2c1c(=O)n(C)c(=O)n2C	112
O=C1OC(=O)C2C1CC=CC2c1ccccc1 (configuration not stated)	69
O=S(=O)(c1ccccc1)N1CCN(c2nccc(-c3c(-c4cccc(F)c4)nc4sccn34)n2)CC1	47
CCC(CC)C(=O)OC(C)COc1ccccc1C(C)CC (configuration not stated)	115
CCCCCC(=O)N1CCCC1	102
C=CCSc1nnc(-c2ccc3nc(-c4ccc(Cl)cc4)[nH]c3c2)o1	104
O=C(O)c1ccc(-c2nn(-c3ccc(C(=O)O)cc3)cc2CNc2ccccc2)cc1	107
O=C(CSc1nnc2n(Cc3ccccc3)c(=O)c3c4c(sc3n12)CCCC4)N1CCN(c2ccccc2)CC1	114
SMILES	HL-60(TB)
CC(=O)NC(=O)Nc1ccccc1	95
CCCCC(O)Cn1ncc(C(=O)N/N=C\c2ccc(OC(F)F)c(OC)c2)c1N (configuration not stated)	83
Cc1cccnc1NC(=O)CNC(=O)C(C)c1ccc(CC(C)C)cc1 (configuration not stated)	112
CCOC(=O)C1=C(N)N(c2ccc(Cl)cc2)C(C(=O)OCC)=C(C(=O)OCC)C1c1cc(=O)[nH]c2ccccc12 (configuration not stated)	99
COc1ccc(-c2nnc(CN3C=NC4C(N5CCOCC5)=NC=NC43)o2)cc1 (configuration not stated)	105
C1CCC2C(C1)N1CN(C34CC5CC(CC(C5)C3)C4)CN3C4CCCC[C@@H]4N4CN(C56CC7CC(CC(C7)C5)C6)CN2C4C13 (some centres not stated)	109
NC(=O)OCC(O)COc1ccc(Cl)cc1 (configuration not stated)	110
Fc1ccc(-n2cc(COc3ncnc4sc5c(c34)CCCC5)nn2)cc1	101
O=C1NC(=O)C2(CC(C(=O)N(CCO)CCO)Oc3ccc(F)cc32)N1 (configuration not stated)	98
CCCCN1C(=O)/C(=c2\sc3n(c2=O)C2C(NN=3)N(CC)C(=O)N2CC)c2cc(C)ccc21 (configuration not stated)	93
O=C(Nc1ccc(OS(=O)(=O)c2ccc(F)cc2)cc1)C1CCCC1	99
O=C1[C@@H]2Cc3c([nH]c4ccccc34)[C@H](c3ccc(Cl)cc3)N2C(=O)CN1C1CCN(Cc2c(Cl)cccc2Cl)CC1	80
NS(=O)(=O)c1ccc(C(=O)N=Nc2c(O)[nH]c3ccc(F)cc23)cc1	101
C/C=C(\C)C(=O)O[C@@H]1C2C=C3C4CC(=O)O[C@@H](c5ccoc5)[C@]4(C)CC[C@@H]3[C@@](C)(C2=O)[C@@H]([C@@H](OC(C)=O)C(=O)OC)C1(C)C (some centres not stated)	94
O=C(CN1CCN(c2cc3c(cc2F)c(=O)c(C(=O)N/N=C/c2ccccc2O)cn3C2CC2)CC1)N/N=C\c1ccccc1O	1.7*
O=C(O)c1cn(C2CC2)c2cc(N3CCN(Cn4nc(-c5cccnc5)n(-c5ccccc5)c4=S)CC3)c(F)cc2c1=O	100
COc1cc(-c2cc(/C=C/C(=O)c3ccc(F)c(F)c3)[nH]n2)cc(OC)c1OC	83
COc1ccc(/C=C/C(=O)c2c(C)oc3nc[nH]c(=O)c23)cc1	80
O=[N+]([O-])c1ccc(OC2OCC(O)C(O)C2O)cc1 (configuration not stated)	105&102
C#CCSCCO	95
CC1(C)Oc2ccccc2O1	111
CN(C)c1ccc(-c2cc(-c3c[nH]c4ccccc34)nc(N)c2C#N)cc1	21
CCCCOC(=O)C1CC2CC1C1OC21 (configuration not stated)	68
O=C(NNC(=O)c1ccncc1)Nc1cccc2ccccc12	97
COc1ccc2nc(C)ccc2c1	110
SMILES	HL-60(TB)
CCC(C)=NCCO	106
Cn1c(=O)[nH]c(=O)c2nc(/C=C(\O)c3cc4ccccc4s3)c(=O)[nH]c21	102
COc1ccc(-c2csc(NC(=O)Nc3nc(-c4ccc(OC)cc4)cs3)n2)cc1	81
CCCC(C)C(C)(C(=O)OCC)C(=O)OCC (configuration not stated)	106
COc1cc2c(c(Br)c1N)-c1cc(Br)c(N)cc1C2=O	89
O=C(O)C(c1ccccc1)C(O)C1CC=CCC1 (configuration not stated)	114
CC(C)C[C@@H](/C=C/S(=O)(=O)c1ccccc1)NC(=O)[C@H](Cc1ccccc1)NC(=O)c1cnccn1	114
C=CC(=O)Nc1ccc(Oc2nccc(Nc3nnc(-c4ccc(C)cc4)s3)n2)cc1	42
CCOC(=O)c1nc2cc(C#N)ccn2c1C(=O)c1ccc(Br)cc1	101
Cc1ccc2nc(Sc3ncccc3C(=O)O)n(Cc3ccccc3)c(=O)c2c1	108
CCCCn1c(C)nc2cc(Nc3nc(N4CCN(C)CC4)nc4nc[nH]c34)ccc21	97
O=C1C=CC(=NOC(=O)c2ccccc2)C=C1	102
CCOC(=O)C1=C(C)N=C2SC=C(c3ccc(Cl)cc3)N2[C@H]1c1cn[nH]c1-c1ccc(F)cc1	87
C[C@@H](C[C@H](CCOC(=O)N1CCOCC1)c1ccccc1)c1ccc2ccccc2c1	101
Cc1c(N=Nc2cc(N=Nc3ccc(N=Nc4ccc(O)c(C(=O)O)c4)cc3)c(N)cc2N)cccc1S(=O)(=O)O	109
CCN(CC)CCNc1ccc(Cl)cc1	77
CCCCN1C(=O)c2cccc3c(OC)cc(/C=C/C(=O)OC)c(c23)C1=O	70
Cc1ccc(S(=O)(=O)Nc2ccc(C(=O)CC3(O)C(=O)Nc4ccc(F)cc43)cc2)cc1 (configuration not stated)	88
COc1cccc(/C=C2/C[C@]3(C)[C@H]4CC[C@@H]5[C@@H](/C(C)=C\CC=C(C)C)CC[C@@]5(C)[C@]4(C)CC[C@H]3C(C)(C)C2=O)c1	99

Filtered by structure: the entries above containing an NH in an aromatic ring (17)
SMILES	HL-60(TB)
CC(=O)/C(=C/n1ccc(=O)[nH]c1=S)C(=O)Nc1ccccc1	99
CCOC(=O)C1=CCC(n2ccc(=O)[nH]c2=O)O1 (configuration not stated)	102
C[C@@H](O)[C@@H]1NC(=O)[C@H](CCC(N)=O)NC(=O)[C@@H](Cc2ccc(O)cc2)NC(=O)CSC[C@@H](C(N)=O)NC(=O)[C@H](Cc2ccccc2)NC(=O)[C@H](CO)NC(=O)[C@H](Cc2ccc(O)cc2)NC(=O)[C@H](CCCNC(=N)N)NC(=O)[C@H](CCCNC(=N)N)NC(=O)CNC(=O)[C@H](CCCNC(=N)N)NC(=O)[C@H](Cc2c[nH]c3ccccc23)NC(=O)[C@H](CO)NC(=O)[C@H](Cc2c[nH]c3ccccc23)NC1=O	126
O=c1ncc(-c2ccc(C(F)(F)F)cc2)c(NC2CCCCCC2)[nH]1	23
N#Cc1c(-c2cccnc2)cc(-c2c[nH]c3ccccc23)[nH]c1=O	99
Cc1ccc(-c2nn[nH]n2)cc1	103
Cc1nn(-c2ccc(F)cc2)c2[nH]c(=S)n(-c3ccccc3)c(=O)c12	86
C=CCSc1nnc(-c2ccc3nc(-c4ccc(Cl)cc4)[nH]c3c2)o1	104
CCOC(=O)C1=C(N)N(c2ccc(Cl)cc2)C(C(=O)OCC)=C(C(=O)OCC)C1c1cc(=O)[nH]c2ccccc12 (configuration not stated)	99
O=C1[C@@H]2Cc3c([nH]c4ccccc34)[C@H](c3ccc(Cl)cc3)N2C(=O)CN1C1CCN(Cc2c(Cl)cccc2Cl)CC1	80
NS(=O)(=O)c1ccc(C(=O)N=Nc2c(O)[nH]c3ccc(F)cc23)cc1	101
COc1cc(-c2cc(/C=C/C(=O)c3ccc(F)c(F)c3)[nH]n2)cc(OC)c1OC	83
COc1ccc(/C=C/C(=O)c2c(C)oc3nc[nH]c(=O)c23)cc1	80
CN(C)c1ccc(-c2cc(-c3c[nH]c4ccccc34)nc(N)c2C#N)cc1	21
Cn1c(=O)[nH]c(=O)c2nc(/C=C(\O)c3cc4ccccc4s3)c(=O)[nH]c21	102
CCCCn1c(C)nc2cc(Nc3nc(N4CCN(C)CC4)nc4nc[nH]c34)ccc21	97
CCOC(=O)C1=C(C)N=C2SC=C(c3ccc(Cl)cc3)N2[C@H]1c1cn[nH]c1-c1ccc(F)cc1	87

The list is partial, so the mix of outcomes need not match the whole.
